# High-throughput results as filed in PubChem.
# Rin1 Abl inh = blocks binding of human Rin1 to Abl | P00519+Q13671 | 360,000 tested, 0.4% active | TR-FRET Rin1/Abl binding, biochemical | inhibition, % at 7.35 µM; in the data active = inhibition above about 5%, passing the limit was not always enough
# Target sequence (P00519 whole entry, looked up): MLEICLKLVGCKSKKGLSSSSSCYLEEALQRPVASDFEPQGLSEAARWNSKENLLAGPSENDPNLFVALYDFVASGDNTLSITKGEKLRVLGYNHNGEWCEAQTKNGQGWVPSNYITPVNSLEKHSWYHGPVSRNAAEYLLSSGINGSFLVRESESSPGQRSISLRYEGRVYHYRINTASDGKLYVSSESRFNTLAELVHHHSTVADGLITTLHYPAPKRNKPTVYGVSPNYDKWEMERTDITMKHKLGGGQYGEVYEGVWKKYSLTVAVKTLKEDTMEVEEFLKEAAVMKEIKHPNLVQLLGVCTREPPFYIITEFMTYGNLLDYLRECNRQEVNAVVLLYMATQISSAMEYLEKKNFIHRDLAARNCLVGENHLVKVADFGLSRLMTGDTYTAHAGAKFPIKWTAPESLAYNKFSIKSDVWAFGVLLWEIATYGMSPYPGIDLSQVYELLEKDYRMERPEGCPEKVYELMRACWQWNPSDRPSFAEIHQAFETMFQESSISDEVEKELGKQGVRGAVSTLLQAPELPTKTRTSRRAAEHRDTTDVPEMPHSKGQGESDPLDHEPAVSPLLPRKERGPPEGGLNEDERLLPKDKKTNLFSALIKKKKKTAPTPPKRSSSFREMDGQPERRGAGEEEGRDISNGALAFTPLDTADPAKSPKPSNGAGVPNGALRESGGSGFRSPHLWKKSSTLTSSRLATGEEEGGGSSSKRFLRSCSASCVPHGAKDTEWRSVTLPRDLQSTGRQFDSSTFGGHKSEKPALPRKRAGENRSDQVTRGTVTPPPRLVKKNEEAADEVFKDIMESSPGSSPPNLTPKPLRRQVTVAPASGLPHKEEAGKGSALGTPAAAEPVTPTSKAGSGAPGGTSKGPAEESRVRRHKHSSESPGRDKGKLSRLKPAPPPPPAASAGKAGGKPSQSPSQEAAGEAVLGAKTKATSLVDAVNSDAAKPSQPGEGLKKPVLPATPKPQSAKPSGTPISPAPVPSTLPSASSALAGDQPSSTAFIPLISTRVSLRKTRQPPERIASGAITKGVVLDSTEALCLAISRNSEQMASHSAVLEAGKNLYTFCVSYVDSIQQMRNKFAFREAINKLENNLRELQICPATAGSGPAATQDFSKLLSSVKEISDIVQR
# Target sequence (Q13671 whole entry, looked up): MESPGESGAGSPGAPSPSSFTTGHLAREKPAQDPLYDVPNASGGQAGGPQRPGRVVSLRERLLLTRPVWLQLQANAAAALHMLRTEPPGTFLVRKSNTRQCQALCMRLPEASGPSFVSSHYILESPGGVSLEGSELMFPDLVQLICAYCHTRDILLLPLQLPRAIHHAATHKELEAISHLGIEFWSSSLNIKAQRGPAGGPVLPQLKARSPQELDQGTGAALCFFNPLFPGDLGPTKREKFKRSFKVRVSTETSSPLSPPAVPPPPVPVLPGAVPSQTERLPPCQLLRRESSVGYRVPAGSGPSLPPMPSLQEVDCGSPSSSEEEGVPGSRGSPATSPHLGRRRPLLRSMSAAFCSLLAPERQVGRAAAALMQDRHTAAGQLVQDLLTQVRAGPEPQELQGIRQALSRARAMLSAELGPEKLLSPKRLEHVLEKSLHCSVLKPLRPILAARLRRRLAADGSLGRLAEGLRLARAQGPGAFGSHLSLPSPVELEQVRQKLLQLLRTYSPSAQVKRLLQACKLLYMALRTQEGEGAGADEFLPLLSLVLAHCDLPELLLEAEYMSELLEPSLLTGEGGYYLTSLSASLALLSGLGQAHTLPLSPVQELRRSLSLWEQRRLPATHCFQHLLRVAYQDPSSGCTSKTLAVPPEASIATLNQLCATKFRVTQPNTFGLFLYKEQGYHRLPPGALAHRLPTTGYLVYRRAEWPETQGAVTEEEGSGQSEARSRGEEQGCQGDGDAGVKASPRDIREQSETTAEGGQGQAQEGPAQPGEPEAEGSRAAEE
# MT1-MMP act inh = MT1-MMP (human) activation inhibition; P50281; HT1080 RFP-PRO-GFP cells, GFP/RFP ratio fluorescence, overnight; percent of plate control window, DMSO zero; GFP/RFP ratio change, % at 20 µM; 360,000 tested, 0.061% active; AID 651647;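 active = GFP/RFP ratio change of at least 30% with cell ATP level not reduced by more than half and red fluorescence within 50% of control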; note: strong numbers were not always called active
#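 Test system: HT1080 RFP-PRO-GFP cells; Benchmarks: DMSO and RFP-L50D-GFP cell wells; Timing: cells overnight before dosing, compound overnight, 37 °C, 5% CO2; Compound: one 20 µM compound dose with 1% DMSO; Read-out: GFP/RFP fluorescence ratio.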
# CSN deneddyl inh = blocks human CSN-mediated cullin deneddylation | Purified CSN, SCF-Nedd8-OG deneddylation, fluorescence polarization | inhibition, % at 12.5 µM | 360,000 tested, 0.38% active;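 active = pattern-corrected inhibition above about 35%, with an unprinted fluorescence ratio check between 0.5 and 1.5, limit read from the data, passing the limit was not always enough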;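 note: 0% = enzyme with substrate and 100% = substrate without enzyme; some results filed as inactive read as strong as hits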
#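 Detection – fluorescence polarization · System – HEK293T-derived human Csn5 enzyme · Controls – substrate-only high control, full reaction low control · Timing – 90 min, room temperature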
# FAS TE block = FAS thioesterase (human) inhibition | P49327 | recombinant FAS-TE, OMFH fluorogenic substrate, fluorescence endpoint | inhibition, % at 15 µM | 360,000 tested, 0.67% active | AID 602261;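 active = compounds whose normalised, plate-corrected inhibition of enzyme fluorescence in the single-dose primary screen is 50% or more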;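 note: 0% = DMSO with enzyme and 100% = substrate without enzyme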
# MLLE-PAM2 inh = inhibitors of microRNA-mediated deadenylation, human PABP1 MLLE binding. P11940. GST-MLLE / FITC-PAM2 fluorescence polarization. inhibition, % at 20 µM. 360,000 tested, 0.36% active; in the data active = inhibition above about 35%, passing the limit was not always enough;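 note: plate controls were DMSO wells with GST-MLLE for no effect and wells lacking GST-MLLE protein for full effect; some results filed as inactive read as strong as hits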
# MsrA inhibitor = inhibits bovine methionine sulfoxide reductase A. purified bovine MsrA, absorbance read-out. inhibition, % at 15.5 µM. 360,000 tested, 0.75% active. AID 651718; in the data active = inhibition above about 4.5%;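 note: 0% = vehicle wells with enzyme and 100% = reference inhibitor wells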
# MsrA act = bovine methionine sulfoxide reductase A activation | purified bovine MsrA, absorbance read-out | activation, % at 10.6 µM | 360,000 tested, 0.3% active; in the data active = activation above about 7.5%;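 note: 0% = vehicle and 100% = reference activator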
# eLon inh = inhibitors of E. coli Lon protease. P0A9M0. purified E. coli Lon protease, fluorescence polarization. 360,000 tested, 0.42% active. inhibition, % at 7.94 µM; in the data active = inhibition above about 13%, passing the limit was not always enough;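 note: 0% = enzyme with probe and DMSO and 100% = no enzyme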
# Rpn11 block = Rpn11 (human) deubiquitinase inhibition. O00487. human 26S proteasome, Ub4-pepOG fluorescence polarization; 20S core pre-blocked with epoxomicin. calls only at 20 µM. 360,000 tested, 0.59% active. AID 588493;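 active = inhibition at 20 µM, scaled to each plate's controls, above about 33%, limit read from the data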
# Starred values were filed as active, the others as inactive; i = inactive; . = not tested or not shown; + = active, no number. The order is random; 3.7% or so of the library scored in one or more.
SMILES,Rin1 Abl inh,MT1-MMP act inh,CSN deneddyl inh,FAS TE block,MLLE-PAM2 inh,MsrA inhibitor,MsrA act,eLon inh,Rpn11 block
O=C(Cn1cnc2ccccc2c1=O)c1ccc2c(c1)OCCO2,0,4,4,-6,4,0.7,4,5,i
CCOc1ccccc1NC(=O)c1cc2ccccc2o1,-4,-2,5,17,-1,-1.4,-2,-7,i
O=C(CSc1ccc(-c2ccco2)nn1)c1ccc(F)cc1,2,8,10,3,33,0.8,-4,6,i
O=C(c1ccc(N2C(=O)c3ccccc3C2=O)cc1)N1CCN(S(=O)(=O)c2ccccc2F)CC1,1,1,-2,-7,11,-0.1,0,7,i
O=C(NNC1=Nc2ccccc2SC1)c1ccc(F)cc1,0,3,0,5,11,-1.8,7.7*,-11,i
CCc1cc(Cn2nc(-c3ccccc3)cc2C(=O)O)on1,1,5,0,-8,-14,-0.8,-2,-6,i
CCN1CCN(c2cc(C)c3cc(NC(=S)NCc4cccs4)ccc3n2)CC1,-5,8,-2,-7,-8,2.5,7,6,i
Nc1ncncc1-c1ccc2ccccc2c1,-2,-8,3,-6,-2,0.5,-1,2,i
COc1ccc(CCNC(=O)COC(=O)c2ccc(C)s2)cc1,2,2,2,-6,0,0.3,0,-8,i
CC(NC(=O)c1ccco1)C(=O)O (stereo not given),4,-1,2,-10,-6,0.2,-7,-1,i
CN(C(=O)c1ccccc1OCc1ccc(F)cc1)c1c(N)n(Cc2ccccc2)c(=O)[nH]c1=O,1,0,-2,-2,-3,1.1,-6,-5,i
Cc1nn(Cc2ccccc2)c2c1C(c1ccccc1)C(C#N)=C(N)O2 (stereo not given),-1,2,1,-6,-13,0.2,-3,-5,i
O=[N+]([O-])c1cccc(COc2ccc(CN3CCCC3)cc2)c1,-4,2,6,-4,-10,1.6,-5,-5,i
COc1ccc(S(=O)(=O)NCc2cccnc2)cc1C(=O)N1CCCCC1,-1,-4,3,-3,-3,-0.8,-3,0,i
COc1ccc(C)cc1CN1C(=O)c2ccccc2C1=O,4,-2,8,12,2,-1.7,-1,-10,i
CCCC(=O)NC(c1ccco1)c1cc(Cl)c2cccnc2c1O (stereo not given),3,0,0,-3,7,0.6,3,11,+
COc1ccc(S(=O)(=O)N2CCN(C(=O)CC(C)C)CC2)cc1,-1,2,1,-2,11,0.1,-3,-13,i
CC(C)CCN1CCN(Cc2cccn2-c2ccc(Cl)cn2)CC1CCO (stereo not given),-2,-2,-5,-5,-5,1.5,-4,-14,i
COc1ccccc1/C=N\N=C(\N)c1ccccn1,-4,1,2,0,-3,4.0,-4,-1,i
Cc1cccc([C@@H]2[C@@H]3C(=O)N(Cc4ccccc4)C(=O)[C@@H]3[C@]3(Cc4ccccc4)C(=O)N(c4ccccc4)C(=O)N23)c1,1,-1,-5,92*,1,2.0,-4,8,i
C=CCn1c(NC(=O)CC)c(C(=O)OCC)sc1=S,2,1,5,-7,26,4.0,-1,-6,i
Cc1cccc(NC(=O)CSc2nnc(Cn3cnc4ccccc43)o2)c1,-1,1,4,-8,-6,-0.8,-4,3,i
O=C(CC(c1ccc(F)cc1)c1ccco1)N1CCCC1 (stereo not given),-2,0,0,-6,-1,-1.2,-1,-9,i
COc1ccc2c(c1)CC/C(=C\c1ccc(OC)c(Cn3nc(C)cc3C)c1)C2=O,-3,-3,-3,25,3,0.5,-8,-17,i
CC(Sc1nc2ccccc2[nH]1)C(=O)Nc1ccc2c(c1)OCCO2 (stereo not given),-4,-1,-7,-1,-31,1.2,-4,5,i
Cc1noc(C)c1COc1ccc(C(=O)NCCOc2ccccc2)cc1,0,5,-4,-9,13,0.3,-3,-3,i
Cc1ccsc1/C=N\NC(=O)CC(=O)NCc1ccccc1,-2,4,0,1,10,2.0,1,-12,i
COc1ccc(OC)c(CN2CCN(C(=O)c3cc4ccccc4cc3O)CC2)c1,-1,0,1,-1,-11,0.2,-3,-11,i
COc1ccccc1-c1nc(SCC(=O)Nc2cc(C)on2)c2c(=O)n(C)c(=O)n(C)c2n1,-1,-4,8,-8,0,0.8,-1,0,i
CC1CN(C(=O)c2cc([N+](=O)[O-])cc([N+](=O)[O-])c2)CC(C)O1 (stereo not given),3,0,-5,-8,6,-0.4,-4,1,i
CCOc1ccc(NC(=O)c2nc(SCC)ncc2Cl)cc1,1,-12,3,9,-9,1.1,-13,-6,i
O=C(O)c1cccc(-c2ccc3c(c2)OCO3)c1,-5,3,-3,-4,3,-1.7,-2,1,i
COC1C(CO)OC(n2cnc3c(=S)nc(N)[nH]c32)C1O (stereo not given),-3,0,-4,-4,35,3.9,-3,4,i
O=C(CCCN1C(=O)c2ccccc2C1=O)Nc1c(C(=O)C2CC2)oc2ccccc12,-4,-1,1,-4,-17,0.6,-8,-15,i
Cc1c(CC(=O)O)c(=O)oc2c(C)c(OCc3c(F)cccc3Cl)ccc12,-3,-3,6,-2,-6,0.8,-5,0,i
CCOc1ccc2nc(NC(=O)c3ccc(OC)c(S(=O)(=O)N4CCOCC4)c3)sc2c1,-1,7,-5,11,-5,0.5,0,0,i
CCN(CC(=O)NCc1ccc(F)cc1)C(=O)c1cc2ccccc2o1,1,4,-3,-3,10,-1.8,-3,-10,i
COc1ccc(CCNS(=O)(=O)c2ccc(-c3ccc(=O)[nH]n3)o2)cc1OC,2,0,1,-5,1,2.9,0,4,i
Cc1cc(C)n(CC2CC(=O)N(c3ccc(Cl)c(Cl)c3)C2=O)n1 (stereo not given),-3,2,4,-4,-2,-0.5,-1,13,i
CCOC(=O)c1oc2cccc(OC(C)=O)c2c1C,-2,-5,3,0,-2,0.1,-3,13,i

# As a working copy, four of the compounds above.
SMILES,Rin1 Abl inh,MT1-MMP act inh,CSN deneddyl inh,FAS TE block,MLLE-PAM2 inh,MsrA inhibitor,MsrA act,eLon inh,Rpn11 block
CC1CN(C(=O)c2cc([N+](=O)[O-])cc([N+](=O)[O-])c2)CC(C)O1 (stereo not given),3,0,-5,-8,6,-0.4,-4,1,i
CCOc1ccc(NC(=O)c2nc(SCC)ncc2Cl)cc1,1,-12,3,9,-9,1.1,-13,-6,i
O=C(O)c1cccc(-c2ccc3c(c2)OCO3)c1,-5,3,-3,-4,3,-1.7,-2,1,i
COC1C(CO)OC(n2cnc3c(=S)nc(N)[nH]c32)C1O (stereo not given),-3,0,-4,-4,35,3.9,-3,4,i

# The list goes on:
SMILES,Rin1 Abl inh,MT1-MMP act inh,CSN deneddyl inh,FAS TE block,MLLE-PAM2 inh,MsrA inhibitor,MsrA act,eLon inh,Rpn11 block
NS(=O)(=O)c1ccc(NC(=S)N2CCN(c3cccc(Cl)c3)CC2)cc1,0,-1,-4,-7,-68,-1.9,-5,-5,i
Cc1ccc(N2C(=S)NC3c4cc(Cl)ccc4OC2(C)C3C(=O)N(C)C)cc1 (stereo not given),-3,-2,-2,-5,44*,0.8,-8,5,i
CCOC(=O)c1cc(S(=O)(=O)N(C)Cc2ccccc2)cn1C,-1,-3,-3,6,-1,-0.7,-2,0,i
CN1CCN(C(c2ccc(Br)cc2)c2cc(Cl)c3cccnc3c2O)CC1 (stereo not given),4,-12,0,0,19,0.8,0,2,i
CN(CC(=O)NCc1cccs1)CC(=O)Nc1ccccc1Cl,-3,-1,-3,-6,-1,-0.2,-1,-8,i
Cc1nn(-c2ccccc2)c(C)c1/C=N/n1c(-c2ccncc2)n[nH]c1=S,1,-4,-8,-8,-33,1.1,-6,-1,i
Cc1nnsc1C(=O)N1CCN(c2ccc(C#N)cn2)CC1,-4,1,-3,0,-4,1.2,-3,-8,i
O=C(N/N=C/c1cc2c(cc1Br)OCO2)c1c[nH]c2ccccc12,-3,10,-2,19,-6,2.1,1,-2,i
Cc1ccc(-c2cc(C(=O)N/N=C/C(Br)=C/c3ccccc3)n[nH]2)o1,1,5,2,6,-14,0.0,-11,7,i
O=[N+]([O-])c1ccc(CN2CC(N3CCC(c4ccccc4)CC3)CS2(=O)=O)cc1 (stereo not given),3,1,-2,70*,13,2.6,-4,3,i
COC(=O)CC1C(=O)NCCN1C(=O)CSc1nc2cc(Cl)ccc2o1 (stereo not given),3,1,-16,-5,-2,0.4,-4,-1,i
COc1cc(C(=O)N2CCN(c3ccccc3)CC2)c2ccccc2n1,2,13,-1,1,4,0.1,-3,-1,i
Cc1cc(=O)[nH]c(SCc2cn3ccccc3n2)n1,1,-8,-2,-3,0,0.0,-11,-1,i
C/C=C(/C)C(=O)O[C@@H]1[C@H](OC(=O)C=C(C)C)c2c(ccc3ccc(=O)oc23)OC1(C)C,2,-8,-3,27,13,1.0,-6,7,i
Cc1nnn(-c2nonc2N)c1C(=O)N/N=C/c1cccc2ccccc12,0,4,8,-2,1,0.8,-2,-5,i
CN(C)C1(CNC(=O)c2cccc(S(=O)(=O)Nc3ccc(Br)cc3)c2)CCCCC1,2,3,-1,-4,-5,0.6,-5,-16,i
Cc1ccc(S(=O)(=O)Nc2cccnc2)cc1,3,3,9,-6,-13,-0.4,-3,-3,i
Cc1cccc(-n2c(SCC(=O)Nc3ncc(Cl)cc3Cl)nc3ccccc32)c1,-1,-12,-5,22,-32,-0.3,-9,5,i
COc1ccc(C)cc1S(=O)(=O)N(C)CC(=O)N1CCCC1,-2,0,2,-3,0,-0.3,-1,4,i
CCc1ccc(NC(=O)CC2C(=O)Nc3c2c(=O)n(C)c(=O)n3C)cc1 (stereo not given),-1,-2,2,-5,0,-0.5,0,2,i
O=C(O)c1ccc(-n2ncc3c2/C(=C/c2cccc([N+](=O)[O-])c2)CC3)cc1,-3,6,11,43,4,-0.3,-2,7,i
OC[C@@H]1CN(CCNc2ccccc2)C[C@H](n2cnc3c(NCc4ccncc4)ncnc32)O1,0,-11,-1,-2,1,0.8,-8,-7,i
CCC(C(=O)Nc1ccccn1)c1ccccc1 (stereo not given),-2,-4,4,-3,-4,0.0,-6,11,i
CC(C)N(CC(=O)Nc1ccc(Cl)cc1C(F)(F)F)C(=O)CCl,2,.,1,1,5,0.8,-16,10,i
Cc1ccccc1C(=O)Nc1ccnn1C1CCN(C(C)Cc2ccccc2F)CC1 (stereo not given),2,-2,2,-3,0,0.4,-1,3,i
Cc1cc(NC(=O)c2ccc3nccnc3c2)ccc1Br,-2,-1,13,11,-6,2.3,-4,-7,i
Cc1cccc(C(=O)NCCNC(=O)c2ccccn2)c1,2,-1,6,-2,9,0.3,-1,-7,i
Cn1cc(S(=O)(=O)N2CCOCC2)cc1C(=O)NCc1ccccc1Cl,-4,-1,0,-3,-4,-0.6,3,2,i
O=C(Nc1ccc2oc(-c3ccccc3Cl)nc2c1)c1ncn[nH]1,-4,-4,4,-108,-113,-0.4,-2,1,i
CCCCC(=O)N/N=C/c1ccc(Sc2cccc3cccnc23)o1,-2,-1,8,5,21,2.4,0,-9,i
CCOC(=O)C1=C(C)N(c2ccccc2)C(=O)/C1=C\c1cccs1,3,-3,1,1,18,0.8,-4,-2,i
Cc1nnc(SCC(=O)Nc2sccc2C#N)n1Cc1ccccc1,1,-4,2,-8,-12,1.1,-6,1,i
O=C(NCC1CCCO1)C(c1ccncc1)N(Cc1cccs1)C(=O)Cn1nnc(-c2ccc(F)cc2)n1 (stereo not given),2,-2,2,-4,5,0.6,-4,-2,i
COc1cc(NC(=S)NNC(=O)CC(C)C)c(OC)cc1Cl,-4,-3,2,-12,25,1.0,-1,-3,i
